Screening results: PubChem, several laboratories
TNAP inh noacc = blocks human TNAP activity with no phosphate acceptor present. P05186. inhibition, % at 20 µM. purified TNAP, CDP-star luminescence, 30 min. actives 0.26% (n = 200,000);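 active = tissue-nonspecific alkaline phosphatase inhibition above about 50% at 20 µM in the single-dose screen, limit read from the data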;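 also: 0% = DMSO negative control and 100% = EDTA positive control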
Target sequence (P05186 whole entry, looked up): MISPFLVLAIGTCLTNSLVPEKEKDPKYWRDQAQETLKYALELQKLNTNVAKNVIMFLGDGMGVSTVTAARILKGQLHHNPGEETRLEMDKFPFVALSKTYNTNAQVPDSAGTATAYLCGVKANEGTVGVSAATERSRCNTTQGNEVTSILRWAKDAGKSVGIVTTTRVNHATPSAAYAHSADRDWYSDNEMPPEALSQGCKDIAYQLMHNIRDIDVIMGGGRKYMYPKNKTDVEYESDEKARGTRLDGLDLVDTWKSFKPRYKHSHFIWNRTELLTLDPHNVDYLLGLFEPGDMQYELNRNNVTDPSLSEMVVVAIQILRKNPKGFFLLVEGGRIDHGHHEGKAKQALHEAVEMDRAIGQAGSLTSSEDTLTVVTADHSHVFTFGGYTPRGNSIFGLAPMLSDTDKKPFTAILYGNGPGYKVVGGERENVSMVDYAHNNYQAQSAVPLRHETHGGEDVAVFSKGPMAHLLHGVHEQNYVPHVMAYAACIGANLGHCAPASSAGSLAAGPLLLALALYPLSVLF
FLuc stim CS = firefly luciferase counter-screen for stimulation assays | AID 1027 | P08659 | ATPlite luciferase biochemical, luminescence, 10 min; 0 = ATP-free wells, 1 = DMSO control | activation factor at 10 µM | 200,000 tested, under 10 active;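 active = luciferase activation factor, scaled between plate controls, of at least 2 with compound at 10 µM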
Target sequence (P08659 whole entry, looked up): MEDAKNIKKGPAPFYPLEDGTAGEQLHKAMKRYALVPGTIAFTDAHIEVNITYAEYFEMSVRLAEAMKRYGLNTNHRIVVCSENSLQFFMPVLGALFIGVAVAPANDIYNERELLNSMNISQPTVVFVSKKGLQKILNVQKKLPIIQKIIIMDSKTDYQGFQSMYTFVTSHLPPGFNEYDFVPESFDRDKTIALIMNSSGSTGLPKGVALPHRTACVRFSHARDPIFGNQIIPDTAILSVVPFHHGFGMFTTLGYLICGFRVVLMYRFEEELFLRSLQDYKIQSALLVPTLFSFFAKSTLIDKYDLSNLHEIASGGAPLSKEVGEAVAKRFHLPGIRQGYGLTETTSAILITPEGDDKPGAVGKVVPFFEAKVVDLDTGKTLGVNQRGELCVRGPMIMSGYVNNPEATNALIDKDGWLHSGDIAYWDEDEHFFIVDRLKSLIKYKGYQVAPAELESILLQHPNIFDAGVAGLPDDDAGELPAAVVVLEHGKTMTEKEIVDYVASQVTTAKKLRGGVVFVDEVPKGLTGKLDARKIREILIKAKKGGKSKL
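Material: Luciferase/luciferin reagent mix; Doses: test compounds dosed from 2 mM stocks in 100% DMSO; Schedule: 10 min incubation after luciferase reagent addition, room temperature; Measured by: luminescence from luciferase reaction; Read-out: luminescence gain marking luciferase activators.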
L major viab = Leishmania major promastigote growth inhibition. actives 9% (n = 200,000). inhibition, % at 10 µM. Leishmania major promastigotes, resazurin fluorescence viability. AID 1063; in the data active = inhibition above about 50%;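 also: promastigotes grown with compound for 44 hours at 28 °C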
TNAP inh hi DEA = blocks human TNAP under high phosphate acceptor concentration. purified TNAP, CDP-star luminescence, 1 M DEA. AID 1135. inhibition, % at 20 µM. actives 0.03% (n = 200,000). P05186;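 active = over 50% inhibition of tissue-nonspecific alkaline phosphatase at 20 µM in the single-dose screen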;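 also: plate controls were DMSO wells for no effect and EDTA-quenched wells as full inhibition for full effect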
bIAP activator = increases bovine intestinal alkaline phosphatase activity. purified bovine IAP, CDP-star luminescence, 30 min; stronger effect = higher value; fold of DMSO-control signal, blank-subtracted. activation factor at 20 µM. actives 0.17% (n = 200,000). AID 1016;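 active = activation factor of 2 or more at 20 µM, a signal rise over negative controls twice the positive control's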
bIAP inh = intestinal alkaline phosphatase (bovine) inhibition. purified bovine IAP, CDP-star luminescence, 30 min. inhibition, % at 20 µM. 190,000 tested, under 10 active. AID 1019;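 active = over 50% inhibition of intestinal alkaline phosphatase at 20 µM in the single-dose screen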
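Assay system – bovine IAP enzyme · Quantity – bovine IAP at 1/65,000,000 final dilution · Detection – CDP-star luminescence signal · Times – 30 min reaction at room temperature · Also added – CDP-star substrate at 30 µM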
FLuc inhib CS = inhibits firefly luciferase, flagging false hits in luciferase inhibition screens | P08659 | ATPLite firefly luciferase biochemical luminescence, 10 min | inhibition, % at 10 µM | actives 1.5% (n = 200,000);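 active = inhibition above about 50% when tested at 10 µM, limit read from the data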
APP 5UTR inh = APP translation inhibition; SH-SY5Y APP 5'UTR-luciferase reporter, luminescence; inhibition, % at 2 µM; actives 0.82% (n = 190,000);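 active = inhibition above a set limit, derived from the sample mean plus 3 SD, cut at about 45% in these data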; also: values of inactives mirror those of a sister screen read the other way
TNAP act hi DEA = increases human TNAP activity under high phosphate acceptor concentration | P05186 | purified TNAP, CDP-star luminescence, 1 M DEA, 30 min; stronger effect = higher value; 0 = EDTA background, 1 = DMSO-only activity | activation factor at 20 µM | 200,000 tested, under 10 active | AID 1136;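 active = activation factor at least 2 at 20 µM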
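Assay system: human TNAP; Input: enzyme diluted 1/800 final; Reagent: CDP-star luminogenic substrate at 100 µM final; Timing: 30 min, room temperature; Signal: luminescence; Evaluation: TNAP activation factor scaled between EDTA and DMSO control wells.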
RAM network inh = yeast RAM network inhibition; inhibition, % at 50 µM; S. cerevisiae dse1pr::URA3 reporter, 5-FOA growth OD615, 2 d; analog-sensitive cbk1-as2 kinase mutant strain; AID 868; actives 1.8% (n = 190,000);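 active = inhibition above a set limit, 3 SD over mean compound inhibition, cut at about 8.4% in these data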;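 also: 0% = DMSO-only wells with no growth and 100% = 10 µM 1-NA-PP1 full growth; inhibition rescues growth on 5-FOA so higher OD means more RAM inhibition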
The depositor's hits bear a star; · = no result given.

Molecule	TNAP inh noacc	FLuc stim CS	L major viab	TNAP inh hi DEA	bIAP activator	bIAP inh	FLuc inhib CS	APP 5UTR inh	TNAP act hi DEA	RAM network inh
CC(C)N(C(=O)CSc1nnc(Cn2nnc3ccccc32)n1C)C(C)C	-7.1	1	-1.7	-3.6	0.9	5.0	-2.2	-22.6	1	1.6
Cc1ccccc1NC(=O)CN1C(=O)S/C(=C\c2ccc(-c3cc(C(=O)O)ccc3C)o2)C1=O	6.2	1	-16.6	6.2	1.1	-5.1	0.1	-23.4	0.9	2.7
COc1ccc(N(C(C)=O)c2nc(C)cc(C)c2C#N)c(OC)c1	-9.7	1.1	-5.5	-5.4	1.1	-10.3	-6.1	16.9	1.1	0.8
Cc1cc(C)n(CCC(=O)N/N=C/c2ccccc2O)n1	-50.0	1	-7.1	-1.8	0.7	31.1	4.6	16.4	1	0.1
CCOc1ccc(NC(=O)CSC(N)=O)cc1	-25.2	1	-10.5	0.0	0.7	25.9	0.6	4.6	1	2.0
CC(C)Nc1nc(-c2ccccn2)nc(-c2ccccc2)c1C#N	-10.0	1	23.3	-0.8	1	-0.2	-1.1	17.0	1	5.8
CSCC[C@H](NC(=O)OC(C)(C)C)c1nnc(SCC(N)=O)o1	-0.6	1.1	-1.6	-4.9	0.9	5.7	-5.2	3.7	1	0.7
Cc1cc(N(CCO)CCO)ccc1N=Nc1cc(F)ccc1F	39.5	1	23.2	37.9	0.6	38.4	-1.0	-18.7	0.6	-1.3
C/C(CCc1ccc2c(c1)OCO2)=N\N=C1\NC(=O)CC(C(=O)Nc2ccccc2)S1 (stereo not given)	-5.8	1	-3.8	0.7	0.9	9.5	-0.4	2.8	1	3.3
CN(C[C@H](Cc1ccccc1)N(CCN(CCc1ccccc1)N=O)N=O)N=O	-10.2	1.1	4.3	-6.8	0.9	12.7	-8.8	0.7	1.1	3.1
CC(=O)NNC(=O)c1sc(=S)n2c1[nH]c(=O)c1sccc12	-146.8	1	-1.3	-1.0	1.2	-16.0	2.9	13.8	1	2.4
O=C1CN(C(=O)CSc2nc3ccccc3c(=O)n2CC2CCCO2)c2ccccc2N1 (stereo not given)	-8.1	1	-1.3	0.6	1.1	-8.9	-1.8	-8.4	1	0.9
COCCNC(=O)C(OC(=O)c1cc2oc(C)cc2n1C)C(C)C (stereo not given)	-5.5	1.1	39.8	-2.7	1.1	-11.5	-6.4	-8.9	1	-0.3
Cc1cc2ncn(S(=O)(=O)c3ccc(S(=O)(=O)N4CCOCC4)cc3)c2cc1C	-6.5	1	-2.9	-0.2	0.9	11.0	-4.4	7.2	1	1.9
CC1(C)Cc2c(C#N)c(N3CCN(C(=O)c4ccccc4)CC3)nc(Cc3ccccc3)c2CO1	2.6	1.1	71.2*	0.2	1	-0.7	-9.1	-0.7	1	0.2
CC(=O)N1CCN(c2nc(CC(C)C)c3c(c2C#N)CCC3)CC1	-12.4	1.1	8.6	-3.7	1.1	-6.5	-6.9	-1.1	1	-0.1
CC(C)[C@H](NC(=O)c1ccc(F)cc1)C(=O)NC1=NCCS1	-3.0	1.1	-5.9	-2.2	1	-3.7	-7.1	6.6	1	-0.8
CCOc1ccc(C(=O)Nc2cc(NC(=O)c3ccc(OCC)c(Cl)c3)cc(C(=O)O)c2)cc1Cl	-4.5	1	-12.0	-0.6	1	-4.7	-2.1	-13.1	1	5.8
COc1cccc(OC)c1OCCCCn1cnc2ccccc2c1=O	-10.3	1	-3.1	-6.1	1.2	-17.1	-3.3	-0.3	1.1	-0.1
CSc1nnc(CSc2cc(C)nc(N(C)C)n2)o1	-5.5	1	-0.3	-0.5	1.3	-27.9	-3.7	5.1	1	-1.0
N#Cc1nc(Cc2ccccc2)oc1N1CCC(Cc2ccccc2)CC1	-11.4	1	0.9	-3.2	0.4	·	-1.7	13.8	1	12.8*
CCOc1cc(/C=N/NC(=O)CSc2nncn2C)ccc1OCc1ccccc1	-3.9	1	-1.3	0.0	0.7	30.2	3.7	13.3	1	-0.4
CCOC(=O)/C(=N\Nc1cccc(C(F)(F)F)c1)N1CCOCC1	-5.2	1	-6.3	0.2	0.8	18.7	0.3	-11.3	1	1.6
Cc1cc(=O)[nH]c(SCC(=O)NCCC2=CCCCC2)n1	-16.9	1	-2.2	-2.6	0.9	7.8	-3.8	-10.9	1	2.1
O=C(O)CC(NC(=O)C1c2ccccc2Oc2ccccc21)c1ccc(OC2CCCC2)cc1 (stereo not given)	-9.6	1	2.8	-2.0	1	-2.1	1.1	8.0	1	1.3
COc1ccc(C(=O)SC2=NCCS2)cc1OC	-3.5	1.1	-3.1	-10.2	0.9	11.3	-8.2	-2.3	1.1	1.1
COc1cccc2cc(-c3csc(CCn4nc(C)cc4C)n3)c(=O)oc12	1.3	1.1	13.1	-0.5	1	1.3	-14.3	-7.8	1	2.5
Cc1ccc(S(=O)(=O)N/N=C/c2ccc(OC3CSC3)cc2)cc1	-8.1	1	-1.6	-2.3	0.9	5.2	-3.6	-8.7	1	3.1
Cc1ccc(S(=O)(=O)c2cnc(-c3ccccc3)nc2N2CCN(C)CC2)cc1	-4.8	1	10.8	-7.8	0.9	6.7	-4.5	-7.5	1.1	1.8
Cc1cccc(N2CCN(C(=O)c3ccncc3)CC2C)c1 (stereo not given)	-10.3	1	-2.0	-3.6	1	3.2	-1.6	-1.3	1	0.3
c1ccc(CSc2ccc(-c3ccccn3)nn2)cc1	-5.4	0.4	16.8	0.3	1.1	-12.0	57.8*	-138.6	1	-0.1
O=C(CSc1n[nH]c(-c2ccncc2)n1)NC1CCS(=O)(=O)C1 (stereo not given)	-10.4	1	-3.7	-9.1	1	0.9	-3.2	-2.2	1.1	0.5
O=c1oc(-c2cccs2)nc2scc(-c3cccs3)c12	-10.4	0.8	-5.5	-2.9	0.8	17.4	18.7	-200.2	1	3.4
N#CCCN1CCN(C(=S)c2ccc(-c3cc(Cl)ccc3Cl)o2)CC1	5.9	1	6.2	-3.7	1	-0.5	-4.4	-2.6	1	0.9
CCCCCn1cnc2c(sc3nc4c(cc32)CSC(C)(C)C4)c1=O	-9.4	0.9	-6.0	0.6	1	3.3	6.6	-91.4	1	2.2
O=C1N(c2ccccc2)C(c2ccc(Cl)cc2)N2CCCN12 (stereo not given)	-0.8	1	-4.9	0.5	1	4.7	-3.2	-23.1	1	-0.1
COc1ccc(CCNS(=O)(=O)c2cccc3nsnc23)cc1OC	-1.5	1.1	0.6	1.4	0.9	7.5	-7.5	-7.3	1	1.3
Cc1ccc(S(=O)(=O)N2CCN(C(=O)CSc3nnc(C)s3)C2)cc1	-10.3	1	-6.0	-0.9	1	-3.1	-4.3	-2.1	1	-0.2
Cn1c(=O)c2c(nc(Oc3ccccn3)n2C)n(C)c1=O	-12.9	1.1	·	-5.4	0.9	5.8	-5.8	·	1.1	·
COCCn1c(N)c(N(Cc2ccccc2)C(=O)c2ccc(C#N)cc2)c(=O)[nH]c1=O	-6.6	1.1	-3.1	-3.9	1	-3.6	-9.8	-7.2	1	-0.5

Single records, from the list above. Order of values: TNAP inh noacc | FLuc stim CS | L major viab | TNAP inh hi DEA | bIAP activator | bIAP inh | FLuc inhib CS | APP 5UTR inh | TNAP act hi DEA | RAM network inh
Results for O=C1N(c2ccccc2)C(c2ccc(Cl)cc2)N2CCCN12 (stereo not given) → -0.8 | 1 | -4.9 | 0.5 | 1 | 4.7 | -3.2 | -23.1 | 1 | -0.1
Results for COc1ccc(CCNS(=O)(=O)c2cccc3nsnc23)cc1OC → -1.5 | 1.1 | 0.6 | 1.4 | 0.9 | 7.5 | -7.5 | -7.3 | 1 | 1.3

Following part:
Molecule	TNAP inh noacc	FLuc stim CS	L major viab	TNAP inh hi DEA	bIAP activator	bIAP inh	FLuc inhib CS	APP 5UTR inh	TNAP act hi DEA	RAM network inh
Cc1ccccc1NC(=O)C(C)O/N=C/c1cccc([N+](=O)[O-])c1 (stereo not given)	-9.8	1.1	66.1*	-4.8	0.9	13.4	-9.9	10.5	1	1.3
CCOC(=O)/C(=C\c1ccccc1)C(=O)c1cc(C(C)=O)c(Nc2ccccc2)s1	-9.2	1.1	100.5*	3.2	0.9	6.8	-5.6	11.3	1	3.3
O=S(=O)(/N=C(/Nc1ccccc1)c1ccccc1O)c1ccccc1	-10.7	1.1	-0.7	-1.5	1.1	-8.0	-5.7	-13.5	1	3.3
O=C1CCC(=O)N1OCCCOc1ccc2c(c1)CCC2	-18.2	1.1	-3.9	-8.3	0.9	12.9	-6.7	-6.5	1.1	-0.4
CC(NC(=O)Cn1nc(C(=O)O)c2ccccc2c1=O)c1ccccc1 (stereo not given)	-1.7	1	-2.6	2.3	1.1	-5.8	-1.6	-18.9	1	1.4
COc1ccc(C)cc1NC(=O)c1cnc2sccn2c1=O	-5.0	1	·	-1.7	0.9	7.4	-1.2	·	1	·
CC(CC(=O)O)CC(=O)NNC(=O)c1cccc(Br)c1 (stereo not given)	-7.1	1.1	-4.6	-5.7	0.9	5.3	-10.8	-7.7	1.1	-1.0
COC(=O)CNC(=O)COC(=O)/C=C/c1ccc(F)cc1	-13.0	1	-5.2	-4.8	1.1	-6.8	0.6	7.9	1	1.0
CS(=O)(=O)N1CCN(c2ccc(NC(=O)CSc3ccc(Cl)cc3)cc2)CC1	-7.5	1.1	-4.5	-8.2	0.6	39.5	-6.3	·	1.1	6.7
CN(C)c1nc(SCc2ccccc2)nc(N2CCOCC2)n1	-5.9	1	9.4	-1.5	1	-3.6	0.8	-5.2	1	-0.7
COc1cccc(/C=C/C(=O)OCC(=O)Nc2cc(S(=O)(=O)N3CCOCC3)ccc2C)c1	2.9	1	-6.0	-4.5	1	-2.9	-0.9	4.4	1	4.3
Cc1ccc(C(C(=O)NC2CCCCC2)N(Cc2ccco2)C(=O)C2COc3ccccc3O2)o1 (stereo not given)	-10.1	1	19.1	-6.6	0.7	27.3	-0.6	-10.8	1.1	1.4
Cc1ccsc1C1C2=C(CC(C)(C)CC2=O)Nc2ncnn21 (stereo not given)	-15.3	1	-2.2	-2.6	1	-4.6	-2.5	-20.9	1	-0.6
Fc1ccc(C2=NNC(=NCc3ccccc3)SC2)cc1F	-3.5	1	11.6	0.1	0.8	17.6	3.1	-9.1	1	2.8
CCOCCCNC(=O)c1ccc(OC(C)=O)cc1	-2.2	1.1	-4.4	-4.2	0.9	7.2	-6.6	2.9	1	-0.3
COCCCNC(=O)/C(=C\c1cccn1C)NC(=O)c1cccs1	-11.9	1.1	47.9	-2.8	1.1	-14.9	-7.0	1.4	1	-0.1
CCN1CCN(CC(=O)Nc2nc3ccc(OC)cc3s2)CC1	-1.0	1.1	0.8	-8.0	0.9	6.3	-7.5	-10.9	1.1	1.7
Cc1ccc(N=C2NC(=O)C(CC(=O)O)S2)cc1 (stereo not given)	63.6*	1.1	-2.5	-4.1	1	2.9	-7.0	-5.9	1	1.8
